D1 potentiator: human D1 dopamine receptor positive modulation; HEK293 TREx D1 cells, calcium flux, dopamine EC20 potentiation; potentiation, % at 10 µM; 360,000 tested, 0.036% active; AID 504651; in the data active = potentiation above about 30%; also: 0% is about no effect
RXFP1 antagonist: blocks the human relaxin receptor RXFP1; Q9HBX9; HEK293-RXFP1, relaxin-stimulated cAMP HTRF, 30 min; hits give low values; activity change, negative = inhibition, % at 57.5 µM; 350,000 tested, 0.59% active; AID 1259400;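 active = activity change of -60% or lower, but not beyond a set lower limit; inconclusive = change between -60% and -40%, or beyond the set limit; inactive = change above -40%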; also: % is scaled to controls: 0 for no effect and ±100 for the full control effect
D2 PAM: positive allosteric modulators of human D2 dopamine receptor; P14416; HEK293 T-REx D2, calcium flux, EC20 dopamine potentiation; potentiation, % at 10 µM; AID 485347; 340,000 tested, 0.34% active;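 active = potentiation over 3 SD above the plate norm, cut at about 30% in these data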; also: 0% is about no effect
Target sequence (P14416 whole entry, looked up): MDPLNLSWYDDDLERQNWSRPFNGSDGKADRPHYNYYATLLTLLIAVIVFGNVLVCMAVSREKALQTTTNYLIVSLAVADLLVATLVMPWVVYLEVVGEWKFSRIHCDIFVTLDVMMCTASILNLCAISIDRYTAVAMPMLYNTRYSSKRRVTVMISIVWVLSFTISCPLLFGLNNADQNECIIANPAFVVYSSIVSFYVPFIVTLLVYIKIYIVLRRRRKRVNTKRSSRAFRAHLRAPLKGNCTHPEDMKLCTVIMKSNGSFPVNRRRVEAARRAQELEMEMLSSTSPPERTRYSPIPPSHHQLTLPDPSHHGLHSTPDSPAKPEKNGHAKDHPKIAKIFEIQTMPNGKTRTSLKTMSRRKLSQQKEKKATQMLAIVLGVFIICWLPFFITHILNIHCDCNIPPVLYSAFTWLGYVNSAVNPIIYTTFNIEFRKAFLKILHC
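Primary screen. Calcium kinetics in induced HEK293 T-REx D2 cells: compound pre-addition 180 s, EC20 dopamine, 180 s more.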
D1 antag: human D1 dopamine receptor antagonism. 360,000 tested, 3.2% active. HEK293 TREx D1 cells, calcium flux, dopamine EC80; hits give low values. activity change, negative = inhibition, % at 10 µM. P21728; in the data active = activity change below about -30%; also: % is scaled to controls: 0 for no effect and ±100 for the full control effect
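After overnight tetracycline induction at 30 C, force-coupled D1 HEK293 cells took up a no-wash calcium dye at room temperature. Compounds were added and monitored 180 s, and the response to EC80 dopamine was then recorded.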
TRHR PAM: TRH receptor (human) allosteric enhancement; AID 493056; 360,000 tested, 0.66% active; TRHR cells, fluo-8 calcium fluorescence, EC20 TRH enhancement; P34981; enhancement, % at 2 µM; in the data active = enhancement above about 30%; also: 0% is about no effect
Target sequence (P34981 whole entry, looked up): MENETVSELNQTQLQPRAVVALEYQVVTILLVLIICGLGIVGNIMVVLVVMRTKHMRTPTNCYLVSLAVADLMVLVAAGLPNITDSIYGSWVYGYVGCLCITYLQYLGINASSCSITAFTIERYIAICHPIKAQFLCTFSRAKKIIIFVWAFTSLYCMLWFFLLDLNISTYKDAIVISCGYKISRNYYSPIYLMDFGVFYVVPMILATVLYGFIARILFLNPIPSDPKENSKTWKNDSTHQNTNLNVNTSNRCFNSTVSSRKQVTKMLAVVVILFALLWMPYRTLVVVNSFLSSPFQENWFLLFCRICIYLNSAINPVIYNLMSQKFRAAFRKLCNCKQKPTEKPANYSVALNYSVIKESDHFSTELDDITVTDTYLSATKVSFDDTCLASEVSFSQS
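TRHR-expressing cells loaded with fluo-8 calcium dye were read kinetically (ex 480/em 530) during compound addition, then stimulated with an EC20 of TRH (10 nM final). Enhancement of the Gq-mediated intracellular calcium response was scored.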
D2 antagonist: D2 dopamine receptor (human) antagonism; P14416; HEK293 TREx D2 cells, calcium flux, dopamine EC80; inhibition, % at 10 µM; 340,000 tested, 2% active; AID 485344; in the data active = inhibition above about 30%; also: 0% is about no effect
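Inhibition of EC80 dopamine-driven calcium flux, recorded kinetically, defines activity here; cells are a tetracycline-induced HEK293 T-REx line expressing force-coupled D2.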
RXFP1 agonist: activates the human relaxin receptor RXFP1; HEK293T-RXFP1 cAMP TR-FRET, 30 min; response scale: percent of porcine relaxin response, buffer zero; AID 2676; Potency, µM (top dose mostly 57.5 µM), inactives show at the highest dose activation, hits mostly activators; Q9HBX9; 370,000 tested, 0.3% active; active = well fitted activation curve with a large enough effect; inconclusive = small, poorly fitted or top-dose-only effect; also: potency is read from the fitted curve at half-maximal effect; % is scaled to controls: 0 for no effect and ±100 for the full control effect; nearly all actives have a fitted effect of over 60% in size; many of its hits are not listed in these tables
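Agonist response is measured as cAMP accumulation in an RXFP1-transfected HEK293T line under PDE4 inhibition. Values are scaled between buffer-only and 29 nM porcine relaxin, and EC50s come from standard Hill equation fits.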
D2 agonist: D2 dopamine receptor (human) agonism. P14416. HEK293 T-REx D2 cells, calcium flux agonist mode. activation, % at 2 µM. 340,000 tested, 0.53% active. AID 485358;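 active = activation over 3 SD above normal in the single-dose calcium agonist read, cut at about 30% in these data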; also: 0% is about no effect
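In this primary screen, compounds producing a positive calcium signal within 180 s of addition to tetracycline-induced, force-coupled HEK293 Trex D2 cells are flagged; cells are dye-loaded with a no-wash calcium kit beforehand.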
D1 ag: agonists of human D1 dopamine receptor; 360,000 tested, 1% active; activation, % at 2 µM; P21728; HEK293 T-REx D1 cells, calcium flux, agonist mode; in the data active = activation above about 30%; also: 0% is about no effect
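Tetracycline-induced HEK293 TREx D1 cells, force-coupled to calcium signalling, were dye-loaded with a no-wash calcium kit. Compound was pin-added after a 10 s baseline. Fluorescence was read kinetically at 1 cycle/s for 180 s, with calcium rises flagged as agonism.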
* marks the source's active call; other numbers are inactive results; & = joins results of further samples. These rows are one share of the data; count on the stated rates, not on these rows.

CN(c1ccccc1C(N)=O)S(=O)(=O)c1ccccc1 was read as D1 potentiator -2, RXFP1 antagonist -3, D2 PAM 7, D1 antag 0, TRHR PAM -5, D2 antagonist 10, RXFP1 agonist -0.3%, D2 agonist -0.4 and D1 ag 1.
Screening Cn1c(CCc2ccccc2)nnc1SCC(N)=O returned D1 potentiator 8, RXFP1 antagonist 2, D2 PAM 5, D1 antag -3, TRHR PAM 2, D2 antagonist -6, RXFP1 agonist -0.5%, D2 agonist 1.4 and D1 ag -2.
COc1ccc(NC(=O)Cn2c(=O)oc3cc(S(=O)(=O)NC4CCCC4)ccc32)cc1OC was read as D1 potentiator -4, RXFP1 antagonist -14, D2 PAM -11, D1 antag 8, TRHR PAM 1, RXFP1 agonist -0.5%, D2 agonist 0.0 and D1 ag 2.
Screening CC1CCN(c2nnc(N3CCC(C)CC3)c3ccccc23)CC1 returned D1 potentiator -3, D2 PAM 6, D1 antag -11, TRHR PAM -8, D2 antagonist -3, RXFP1 agonist 14%, D2 agonist 0.1 and D1 ag 1.
O=C1CC(=O)Nc2cc(S(=O)(=O)N3CCOc4ccc(Cl)cc43)ccc2N1 was read as D1 potentiator -14&2, RXFP1 antagonist -12&-22, D2 PAM -5&-3, D1 antag -15&-20, TRHR PAM -2&-8, D2 antagonist 1, RXFP1 agonist 1.0%&-0.6%, D2 agonist 0.4&-0.4 and D1 ag 3&2.
CCC(C)[C@H](NC(=O)[C@@H]1Cc2ccccc2CN1)C(=O)NCc1ccc(OC)cc1 (stereo partly drawn) was read as D1 potentiator 1, D2 PAM 8, D1 antag 4, TRHR PAM -3, D2 antagonist -2, RXFP1 agonist 0.9%, D2 agonist 0.1 and D1 ag 1.
`O=C(CN1CCc2ccccc2C1)c1cccs1` gave D1 potentiator -7, RXFP1 antagonist 1, D1 antag 3, TRHR PAM -1, RXFP1 agonist -0.2% and D1 ag 9.
Screening CCCCn1c(N)c(N(CCC(C)C)C(=O)C2CC(=O)N(CCc3ccc(OC)c(OC)c3)C2)c(=O)[nH]c1=O (stereo not drawn) returned D1 potentiator -6, RXFP1 antagonist 5, D2 PAM 6, D1 antag -12, TRHR PAM -1, D2 antagonist 9, RXFP1 agonist -0.4%, D2 agonist -0.2 and D1 ag 3.
Screening O=C1CCN(Cc2nc(-c3ccc(Cl)cc3)no2)CCN1 returned D1 potentiator -2, RXFP1 antagonist 7, D2 PAM -19, D1 antag 2, TRHR PAM -4, D2 antagonist 7, RXFP1 agonist 0.1%, D2 agonist -0.5 and D1 ag 4.
`O=C(COc1cc2oc(=O)cc(-c3ccccc3)c2cc1Cl)NC(Cc1c[nH]c2ccc(O)cc12)C(=O)O` (stereo not drawn) gave D1 potentiator -2, D1 antag -4, TRHR PAM 2, RXFP1 agonist -3.2% and D1 ag 1.
Screening Cc1ccc(C(=O)N/C(=C/c2ccco2)C(=O)NCC2CCCO2)cc1 (stereo not drawn) returned D1 potentiator -1, RXFP1 antagonist -7, D2 PAM 3, D1 antag -8, TRHR PAM 7, D2 antagonist 1, RXFP1 agonist 3.9%, D2 agonist -3.6 and D1 ag 1.
For CCN(CC)C(=O)NC1CC2CCCC(C1)N2Cc1ccccc1 (stereo not drawn) the results were D1 potentiator 0, RXFP1 antagonist -9, D2 PAM -40, D1 antag -8, TRHR PAM 1, D2 antagonist 92*, RXFP1 agonist -0.6%, D2 agonist 0.3 and D1 ag 0.

Overlap with the part before: 2 compounds, followed by the next part.
Screening Cc1ccc(C(=O)N/C(=C/c2ccco2)C(=O)NCC2CCCO2)cc1 (stereo not drawn) returned D1 potentiator -1, RXFP1 antagonist -7, D2 PAM 3, D1 antag -8, TRHR PAM 7, D2 antagonist 1, RXFP1 agonist 3.9%, D2 agonist -3.6 and D1 ag 1.
For CCN(CC)C(=O)NC1CC2CCCC(C1)N2Cc1ccccc1 (stereo not drawn) the results were D1 potentiator 0, RXFP1 antagonist -9, D2 PAM -40, D1 antag -8, TRHR PAM 1, D2 antagonist 92*, RXFP1 agonist -0.6%, D2 agonist 0.3 and D1 ag 0.
CCOC(=O)Cc1csc(SC(C)C(=O)NCC(=O)Nc2ccc(F)c(F)c2F)n1 (stereo not drawn) was read as D1 potentiator -2, RXFP1 antagonist -9, D2 PAM -18, D1 antag 25, TRHR PAM 11, D2 antagonist -8, RXFP1 agonist -0.7%, D2 agonist -1.5 and D1 ag 1.
For CCOc1ccc(N(CC)S(=O)(=O)c2cccc3nsnc23)cc1 the results were D1 potentiator -2, RXFP1 antagonist 3, D2 PAM 5, D1 antag 11, TRHR PAM -1, D2 antagonist -6, RXFP1 agonist -0.6%, D2 agonist 0.8 and D1 ag 2.
For Cc1cccc(NC(=O)CNC(=O)c2ccc3c(c2)OCO3)n1 the results were D1 potentiator -8, RXFP1 antagonist -7, D2 PAM -8, D1 antag -21, TRHR PAM -5, D2 antagonist -7, RXFP1 agonist 0.5%, D2 agonist -0.5 and D1 ag 0.
Screening COc1ccccc1N(CC(O)CN1CCC(C)CC1)S(=O)(=O)c1ccccc1 (stereo not drawn) returned D1 potentiator -9, RXFP1 antagonist 11, D2 PAM 7, D1 antag -22, TRHR PAM 16, D2 antagonist 3, RXFP1 agonist 0.4%, D2 agonist -0.8 and D1 ag 9.
COc1ccc(Cn2c(C(C)C)nc3sc4ccccc4c(=O)c3c2=O)cc1 was read as D1 potentiator 24, RXFP1 antagonist -4, D2 PAM 0, D1 antag 16, TRHR PAM 1, D2 antagonist 3, RXFP1 agonist -4.1%, D2 agonist -0.6 and D1 ag 3.
`Oc1ccc(C2Nc3cccc4cccc(c34)N2)c(O)c1` gave D1 potentiator -1, RXFP1 antagonist inconclusive, D2 PAM 1, D1 antag 4, TRHR PAM 6, D2 antagonist 1, RXFP1 agonist 3.4%, D2 agonist 0.5 and D1 ag 1.
Screening Cc1cccc(OCc2nnc(SC(C)C(=O)O)n2-c2ccccc2)c1 (stereo not drawn) returned D1 potentiator -8, RXFP1 antagonist 2, D2 PAM 3, D1 antag 6, TRHR PAM -2, D2 antagonist -1, RXFP1 agonist 0.0%, D2 agonist 0.6 and D1 ag 2.
CSc1nnc(SCc2nc3sc(C(=O)O)c(C)c3c(=O)[nH]2)s1 was read as D1 potentiator -3, RXFP1 antagonist 0, D2 PAM 1, D1 antag -7, TRHR PAM -2, D2 antagonist -2, RXFP1 agonist 9.2%, D2 agonist 2.1 and D1 ag 12.
Screening COc1ccc(NC(=O)CN(C)C(=O)CN2C(=O)NC3(CCCC3)C2=O)cc1 returned D1 potentiator -4, RXFP1 antagonist -4, D2 PAM 11, D1 antag 7, TRHR PAM -2, D2 antagonist 2, RXFP1 agonist 0.0%, D2 agonist -0.4 and D1 ag 3.
Screening CCCN(CCC)CCCNC(=O)c1cc2c(=O)n(CC)c3ccccc3c2s1 returned D1 potentiator -8, RXFP1 antagonist -25, D2 PAM -12, D1 antag 5, TRHR PAM 1, D2 antagonist -3, RXFP1 agonist 0.2%, D2 agonist -0.4 and D1 ag 3.
For COc1ccc(C(C)(C)C)cc1NC(=O)C1C2C=CC(C2)C1C(=O)O (stereo not drawn) the results were D1 potentiator 2, RXFP1 antagonist -2, D2 PAM 1, D1 antag 7, TRHR PAM -2, D2 antagonist -12, RXFP1 agonist 0.2%, D2 agonist -0.6 and D1 ag 3.
For Cc1cccc(-c2nc(CCNC(=O)Cc3ccccc3)cs2)c1 the results were D1 potentiator -5, RXFP1 antagonist -33, D1 antag 12, TRHR PAM -1, RXFP1 agonist 0.7%, D2 agonist 1.4 and D1 ag 0.
Screening Cc1cc(S(=O)(=O)Nc2ccc(C(=O)NCc3ccncc3)cc2)ccc1F returned D1 potentiator -8, RXFP1 antagonist -7, D2 PAM 5, D1 antag -15, TRHR PAM -3, D2 antagonist -2, RXFP1 agonist 1.8%, D2 agonist 0.0 and D1 ag 2.
`CC1=C(C(=O)Nc2cccnc2)C(c2ccc(C(C)C)cc2)n2ncnc2N1` (stereo not drawn) gave D1 potentiator 1, D2 PAM -11, D1 antag -2, TRHR PAM -7, D2 antagonist 8, RXFP1 agonist -0.1%, D2 agonist -1.2 and D1 ag 0.
For COc1cccc(CNC(=O)CN2C(=O)CCn3nc(-c4cn(C)c5ccccc45)cc32)c1OC the results were D1 potentiator 2, RXFP1 antagonist -1, D2 PAM 14, D1 antag 4, TRHR PAM 5, RXFP1 agonist -1.1%, D2 agonist 0.9 and D1 ag -1.
For CCOc1ccc(NC(=O)N2CCCC2C(=O)NCc2ccco2)cc1 (stereo not drawn) the results were D1 potentiator -6, RXFP1 antagonist 15, D2 PAM 7, D1 antag 7, TRHR PAM 0, D2 antagonist -5, RXFP1 agonist 0.3%, D2 agonist 0.8 and D1 ag 0.
COc1ccc(-n2c(Cn3c(=O)sc4ccccc43)nnc2SCC(=O)N2CCCCC2)cc1 was read as RXFP1 antagonist 1, D2 PAM -3, D1 antag 4, TRHR PAM -2, D2 antagonist 4, RXFP1 agonist 0.2%, D2 agonist -1.8 and D1 ag 1.
For O=C(CSCc1cc(=O)[nH][nH]1)Nc1ccc(F)cc1 the results were D1 potentiator 1, RXFP1 antagonist 1, D2 PAM -13, D1 antag -25, TRHR PAM 0, D2 antagonist -16, RXFP1 agonist 0.7%, D2 agonist 0.6 and D1 ag 1.
Screening COc1ccc(N(CC(=O)NCc2ccccc2)C(=O)CCC(=O)Nc2cc(C)ccn2)c(OC)c1 returned D1 potentiator -1, RXFP1 antagonist -12, D2 PAM 17, D1 antag -18, TRHR PAM -5, D2 antagonist -1, RXFP1 agonist -1.1%, D2 agonist -0.2 and D1 ag 2.
Screening O=S(=O)(c1ccccc1Oc1ccc(Cl)cc1Cl)N1CCCCC1 returned D1 potentiator -1, RXFP1 antagonist -31, D2 PAM 1, D1 antag -47*, TRHR PAM -4, D2 antagonist 12, RXFP1 agonist 1.5%, D2 agonist -0.2 and D1 ag 5.
For N#Cc1ccc(Oc2cccnc2)cc1C#N the results were D1 potentiator -6, RXFP1 antagonist -3, D2 PAM -3, D1 antag -12, TRHR PAM -7, RXFP1 agonist 0.7% and D1 ag 5.
For COc1ccc(-c2cc(C(F)(F)F)n3nc(C(=O)NCc4ccco4)c(Cl)c3n2)cc1 the results were D1 potentiator 2, RXFP1 antagonist -16, D2 PAM -4, D1 antag -5, TRHR PAM 5, D2 antagonist -7, RXFP1 agonist -0.1%, D2 agonist 1.5 and D1 ag 4.
O=S(=O)(NC1CCCC1)c1ccc(Br)s1 was read as D1 potentiator 0, RXFP1 antagonist 9, D2 PAM 6, D1 antag 4, TRHR PAM 1, D2 antagonist -32, RXFP1 agonist 0.5%, D2 agonist -0.4 and D1 ag 0.
For O=C(NCCCN1CCCC1=O)c1cccc(S(=O)(=O)Nc2ccc(F)cc2)c1 the results were RXFP1 antagonist 8, D2 PAM -5, D1 antag 5, TRHR PAM 2, D2 antagonist -16, RXFP1 agonist -0.8%, D2 agonist 0.3 and D1 ag 2.

Source: PubChem (National Center for Advancing Translational Sciences (NCATS))
